# High-throughput results as filed in PubChem BioAssay.
# FECH inh – inhibitors of human ferrochelatase, primary screen, biochemical, purified FECH, Ni-mesoporphyrin absorbance; calls only at 10 µM (by protocol); hit rate 3.3% among 20,000; Ferrochelatase, mitochondrial (Homo sapiens), P22830; Ni-mesoporphyrin absorbance 550 nm;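 active = enzyme reaction rate more than 3 SD below the solvent-only control wells on the same plate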;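 note: lower slope than DMSO wells means FECH inhibition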
# Target sequence (P22830 whole entry, looked up): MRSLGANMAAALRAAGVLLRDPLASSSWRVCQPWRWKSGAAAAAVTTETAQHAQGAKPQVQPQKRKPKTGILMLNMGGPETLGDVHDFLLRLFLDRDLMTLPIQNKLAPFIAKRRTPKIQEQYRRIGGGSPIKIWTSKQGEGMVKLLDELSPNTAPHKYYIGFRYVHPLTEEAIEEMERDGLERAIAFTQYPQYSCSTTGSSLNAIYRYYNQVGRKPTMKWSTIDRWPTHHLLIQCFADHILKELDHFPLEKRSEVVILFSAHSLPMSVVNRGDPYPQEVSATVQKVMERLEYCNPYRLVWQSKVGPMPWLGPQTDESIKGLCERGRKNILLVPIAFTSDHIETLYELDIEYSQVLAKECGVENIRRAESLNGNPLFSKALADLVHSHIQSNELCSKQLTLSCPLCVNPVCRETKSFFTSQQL
# Calls only; i = inactive. These rows are one share of the data (hit frequency here may not be typical).
1: O=C(Nc1nccs1)c1cccn(Cc2cccc(Cl)c2)c1=O
  FECH inh = i

2: Cc1ccc(CN2CCCN(CC(=O)N3CCCC3)S2(=O)=O)cc1
  FECH inh = i

3: Cc1nc(C)n(CCCNC(C)Cc2ccccc2F)n1 (stereo not given)
  FECH inh = i

4: CCCNC(=O)CN1CCCN(Cc2cccc(Cl)c2)S1(=O)=O
  FECH inh = i

5: CN1CCN2CCN(Cc3ncc[nH]3)CC2C1=O (stereo not given)
  FECH inh = i

6: Cc1ccnc(CC(C)N(C)Cc2cccc3nsnc23)c1 (stereo not given)
  FECH inh = i

7: COc1cccc([C@@H]2CCN(CCC(C)(C)C)C[C@H]2O)c1
  FECH inh = i

8: Cc1nn(CCNC(C)Cn2ccnc2)c(C)c1Cl (stereo not given)
  FECH inh = i

9: CNc1ncccc1C(=O)N1CCC2(CCN(C)C2)CC1
  FECH inh = i

10: C=CCn1cc(CNCCc2ccc(F)cc2)c(C)n1
  FECH inh = i

# Sorted by formula weight (rising): part of the list above.
5: CN1CCN2CCN(Cc3ncc[nH]3)CC2C1=O (stereo not given)
  FECH inh = i

9: CNc1ncccc1C(=O)N1CCC2(CCN(C)C2)CC1
  FECH inh = i

2: Cc1ccc(CN2CCCN(CC(=O)N3CCCC3)S2(=O)=O)cc1
  FECH inh = i

4: CCCNC(=O)CN1CCCN(Cc2cccc(Cl)c2)S1(=O)=O
  FECH inh = i

# Later entries.
11: CCOC(=O)Cc1csc(NC(=O)c2cccn(Cc3ccccc3Cl)c2=O)n1
  FECH inh = i

12: CC(C)NC(=O)CN1CCCN(Cc2cccc(Cl)c2)S1(=O)=O
  FECH inh = i

13: CCc1cnc(C)nc1NCc1cnc(C)cc1C
  FECH inh = i

14: Cc1n[nH]c(C)c1CCCNC(C)Cc1ccccc1F (stereo not given)
  FECH inh = i

15: CC(C)NC(=O)CN1CCCN(Cc2ccccc2)S1(=O)=O
  FECH inh = i

16: COCc1c(C(=O)N2CCN(C)C3(CCN(C)CC3)C2)noc1C
  FECH inh = i

17: CN1CCC2(CC1)CCN(C1CSCCSC1)C2
  FECH inh = i

18: Clc1ccc(-c2nccn2CCc2cnc[nH]2)s1
  FECH inh = i

19: Cc1ncc(CO)c(CN2[C@H]3CCNC[C@@H]2CC3)c1O
  FECH inh = i

20: CCn1cc(C2=CCN(CCCOc3ccccc3)CC2)cn1
  FECH inh = i

# Reformatted with tabs: entries from further up
nr	Compound	FECH inh
4	CCCNC(=O)CN1CCCN(Cc2cccc(Cl)c2)S1(=O)=O	i
17	CN1CCC2(CC1)CCN(C1CSCCSC1)C2	i

# Next section.
21: O=c1cc(CN2C[C@@H]3[C@H](C2)[C@H]2CC[C@@H]3O2)[nH]c(=O)[nH]1
  FECH inh = i

22: COc1cccc([C@@H]2CN(c3ccncc3)[C@@H]3C4CCN(CC4)[C@@H]32)c1
  FECH inh = i

23: CN1CCN2CCN(c3nc(N)nc4nc[nH]c34)CC2C1 (stereo not given)
  FECH inh = i

24: Cc1ccnc(N2C[C@H](c3cccc(F)c3F)[C@@H]3[C@H]2C2CCN3CC2)n1
  FECH inh = i

25: CC(C)NC(=O)CN1CCCN(Cc2ccccc2Cl)S1(=O)=O
  FECH inh = i

26: CN1CCNC(=O)C12CCN(C(=O)Cc1ccccn1)CC2
  FECH inh = i

27: Cc1csc2ncnc(N3CC[C@H]4CC[C@@H](C3)N4)c12
  FECH inh = i

28: CCCn1cc(C(=O)NC(C)C2=CCCCC2)c(C)n1 (stereo not given)
  FECH inh = i

29: NC(=O)c1ccc(NC(=O)c2cccn(Cc3cccc(Cl)c3)c2=O)cc1
  FECH inh = i

30: CN1CCN(C)C2(CCN(c3ccc(Cl)cn3)CC2)C1
  FECH inh = i

31: COCC1(C(=O)NC2CN3CCC2CC3)CCC1 (stereo not given)
  FECH inh = i

32: O=C(Nc1ccc2c(c1)OCO2)c1cccn(Cc2cccc(C(F)(F)F)c2)c1=O
  FECH inh = i

33: NC(=O)c1ccc(NC(=O)c2cccn(Cc3ccc(Br)cc3)c2=O)cc1
  FECH inh = i

34: NCCc1cccc(-c2ccc(F)cc2Cl)c1
  FECH inh = i

35: Cc1ccnc(CC(C)N(C)CCCn2nc(C)cc2C)c1 (stereo not given)
  FECH inh = i

36: O=C(Nc1ccc(CC(=O)N2CCN3CCNC(=O)C3C2)cc1)C1CC1 (stereo not given)
  FECH inh = i

37: NS(=O)(=O)c1ccc(NC(=O)c2cccn(Cc3ccccc3Cl)c2=O)cc1
  FECH inh = i

38: Clc1ccc2c(N3CCCC4(CCNC4)C3)ccnc2c1 (stereo not given)
  FECH inh = i

39: CC#CCN1CC=C(c2cnn(CCCC)c2)CC1
  FECH inh = i

40: O=C(CC1=CCCCC1)N1[C@H]2CCNC[C@@H]1CC2
  FECH inh = i

# The list goes on (4 carried over from the part before).
37: NS(=O)(=O)c1ccc(NC(=O)c2cccn(Cc3ccccc3Cl)c2=O)cc1
  FECH inh = i

38: Clc1ccc2c(N3CCCC4(CCNC4)C3)ccnc2c1 (stereo not given)
  FECH inh = i

39: CC#CCN1CC=C(c2cnn(CCCC)c2)CC1
  FECH inh = i

40: O=C(CC1=CCCCC1)N1[C@H]2CCNC[C@@H]1CC2
  FECH inh = i

41: O=C(O)c1[nH]ncc1CN1CCCC(C(=O)c2cccs2)C1 (stereo not given)
  FECH inh = i

42: CSc1ccc(C(=O)C2CCCN(CCC(=O)O)C2)cc1 (stereo not given)
  FECH inh = i

43: CCn1ccc(C(=O)N2CCN(C)C3(CCN(C)CC3)C2)cc1=O
  FECH inh = i

44: CCOC(=O)c1ccc(N2C[C@@H]3CNC[C@]3(C(=O)O)C2)nc1
  FECH inh = i

45: OCc1ccccc1-c1ccc2c(c1)CNCC2
  FECH inh = i

46: Cc1ncc2c(=O)n(CC(=O)c3c(C)n(C)c4ccccc34)c(=O)n(C)c2n1
  FECH inh = i

47: COc1ncccc1-c1ccc2c(c1)CNCC2
  FECH inh = i

48: Cc1ccc(C2(CN3C[C@@H]4C[C@H](C3)c3cccc(=O)n3C4)CCNCC2)nc1
  FECH inh = i

49: COc1ccccc1[C@@H]1CN(S(=O)(=O)N(C)C)[C@@H]2C3CCN(CC3)[C@@H]21
  FECH inh = i

50: COc1ccc2n[nH]c(CN3C[C@@H]4[C@H](C3)[C@H]3CC[C@@H]4O3)c2c1
  FECH inh = i

51: Cc1nc(CC(=O)N2CCN(Cc3ccco3)C(CCO)C2)cs1 (stereo not given)
  FECH inh = i

52: CN1[C@H]2CC[C@@H]1CN(c1ccnc(N)n1)CC2
  FECH inh = i

53: CCOc1ccc2[nH]c(=O)c(CN3[C@@H]4CC[C@H]3CC(O)C4)cc2c1 (stereo not given in full)
  FECH inh = i

54: COc1cccc([C@@H]2CCN(Cc3ccc4ccccc4n3)C[C@H]2O)c1
  FECH inh = i
